# RXFP1 antag – blocks the human relaxin receptor RXFP1; Q9HBX9; HEK293-RXFP1, relaxin-stimulated cAMP HTRF, 30 min; active compounds read low; activity change, negative = inhibition, % at 57.5 µM; 350,000 compounds, 0.59% hits; AID 1259400;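 active means activity change of -60% or lower, but not beyond a set lower limit; inconclusive means change between -60% and -40%, or beyond the set limit; inactive means change above -40%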; further: on the % scale 0 is the no-effect control and ±100 the full control effect
# Pol eta inh – blocks human DNA polymerase eta activity. recombinant Pol eta, fluorescent DNA replication assay. Potency, µM (series often up to 114 µM), inactives show at the top dose activity change, negative = inhibition, actives largely listed as inhibitors. 390,000 compounds, 1.2% hits. AID 588591; further: potency means the concentration at half of the fitted maximal effect; on the % scale 0 is the no-effect control and ±100 the full control effect
#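 Pol eta (10 nM) was preincubated with compounds for 15 min at room temperature, after which fluorescent replication substrate (50 nM final) was added to start the reaction. Fluorescence was read kinetically at 0 and 10 min.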
# Pol beta inh – inhibitors of human DNA polymerase beta; Pol beta primer extension/strand displacement, fluorescence kinetic; Potency, µM (doses to about 114 µM), for inactives: at the highest dose activity change, negative = inhibition, usual class: inhibitors; 340,000 compounds, 1.3% hits; further: potency means the concentration at half of the fitted maximal effect; on the % scale 0 is the no-effect control and ±100 the full control effect
#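 Preincubation: enzyme (10 nM) with compound, 15 min, RT. Reaction: substrate added to 50 nM final. Reads: 0 and 10 min. Analysis: normalized, Hill fit.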
# APE1 inh – APE1 (human) endonuclease inhibition; P27695; recombinant APE1, TAMRA/BHQ-2 abasic DNA cleavage fluorescence; Potency, µM (top dose mostly 65.8 µM), inactives show at the top dose activity change, negative = inhibition, most hits filed as inhibitors; 350,000 compounds, 0.35% hits; AID 2517;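 further: potency means the concentration at half of the fitted maximal effect; plate controls were vehicle for no effect and reference inhibitor for full effect; nearly all actives have a fitted effect of over 55% in size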
#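 Endonuclease cleavage of a quenched abasic-site DNA duplex (50 nM) by APE1 (0.75 nM) was tracked by TAMRA dequenching. Compounds were preincubated with enzyme 15 min at room temperature; data normalized to buffer-only and DMSO wells plus NSC13755 control.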
# Apoferritin bind – candidate novel general anesthetic via apoferritin binding | P02791 | apoferritin/1-aminoanthracene competitive binding, fluorescence | Potency, µM (series often up to 77.5 µM), inactives show at the top dose activity change, negative = displacement, usual class: inhibitors | 350,000 compounds, 0.074% hits; further: potency means the concentration at half of the fitted maximal effect; on the % scale 0 is the no-effect control and ±100 the full control effect; nearly all actives have a fitted effect of over 20% in size
#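 Steps: apoferritin (10 uM) was premixed with half-saturated 1-AMA in PBS, compounds were pin-transferred, plates stood 10 min at room temperature, fluorescence was read at 380/535 nm, and curves were fitted with a Hill equation.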
# POLK inh – DNA polymerase kappa (human) inhibition. Q9UBT6. purified Pol kappa, fluorescent DNA synthesis assay, 10 min. Potency, µM (top dose mostly 107 µM), for inactives: at the highest dose activity, negative = inhibition, most hits filed as inhibitors. 400,000 compounds, 0.53% hits. AID 588579; further: potency means the concentration at half of the fitted maximal effect; on the % scale 0 is the no-effect control and ±100 the full control effect
#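 Readout: fluorescence, taken kinetically at 0 and 10 min. Conditions: 10 nM Pol kappa, 15 min RT compound preincubation, 50 nM substrate final. Controls: enzyme-free buffer wells.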
# BLM helicase inh – blocks DNA unwinding by human BLM helicase; P54132; recombinant BLM DNA unwinding, fluorescence dequenching; Potency, µM (highest dose often 56.1 µM), for the others: top-dose activity change, negative = inhibition, most hits filed as inhibitors; 350,000 compounds, 0.2% hits;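 further: potency means the concentration at half of the fitted maximal effect; plate controls were vehicle for no effect and no enzyme for full effect; nearly all actives have a fitted effect of over 35% in size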
# Target sequence (P54132 whole entry, looked up): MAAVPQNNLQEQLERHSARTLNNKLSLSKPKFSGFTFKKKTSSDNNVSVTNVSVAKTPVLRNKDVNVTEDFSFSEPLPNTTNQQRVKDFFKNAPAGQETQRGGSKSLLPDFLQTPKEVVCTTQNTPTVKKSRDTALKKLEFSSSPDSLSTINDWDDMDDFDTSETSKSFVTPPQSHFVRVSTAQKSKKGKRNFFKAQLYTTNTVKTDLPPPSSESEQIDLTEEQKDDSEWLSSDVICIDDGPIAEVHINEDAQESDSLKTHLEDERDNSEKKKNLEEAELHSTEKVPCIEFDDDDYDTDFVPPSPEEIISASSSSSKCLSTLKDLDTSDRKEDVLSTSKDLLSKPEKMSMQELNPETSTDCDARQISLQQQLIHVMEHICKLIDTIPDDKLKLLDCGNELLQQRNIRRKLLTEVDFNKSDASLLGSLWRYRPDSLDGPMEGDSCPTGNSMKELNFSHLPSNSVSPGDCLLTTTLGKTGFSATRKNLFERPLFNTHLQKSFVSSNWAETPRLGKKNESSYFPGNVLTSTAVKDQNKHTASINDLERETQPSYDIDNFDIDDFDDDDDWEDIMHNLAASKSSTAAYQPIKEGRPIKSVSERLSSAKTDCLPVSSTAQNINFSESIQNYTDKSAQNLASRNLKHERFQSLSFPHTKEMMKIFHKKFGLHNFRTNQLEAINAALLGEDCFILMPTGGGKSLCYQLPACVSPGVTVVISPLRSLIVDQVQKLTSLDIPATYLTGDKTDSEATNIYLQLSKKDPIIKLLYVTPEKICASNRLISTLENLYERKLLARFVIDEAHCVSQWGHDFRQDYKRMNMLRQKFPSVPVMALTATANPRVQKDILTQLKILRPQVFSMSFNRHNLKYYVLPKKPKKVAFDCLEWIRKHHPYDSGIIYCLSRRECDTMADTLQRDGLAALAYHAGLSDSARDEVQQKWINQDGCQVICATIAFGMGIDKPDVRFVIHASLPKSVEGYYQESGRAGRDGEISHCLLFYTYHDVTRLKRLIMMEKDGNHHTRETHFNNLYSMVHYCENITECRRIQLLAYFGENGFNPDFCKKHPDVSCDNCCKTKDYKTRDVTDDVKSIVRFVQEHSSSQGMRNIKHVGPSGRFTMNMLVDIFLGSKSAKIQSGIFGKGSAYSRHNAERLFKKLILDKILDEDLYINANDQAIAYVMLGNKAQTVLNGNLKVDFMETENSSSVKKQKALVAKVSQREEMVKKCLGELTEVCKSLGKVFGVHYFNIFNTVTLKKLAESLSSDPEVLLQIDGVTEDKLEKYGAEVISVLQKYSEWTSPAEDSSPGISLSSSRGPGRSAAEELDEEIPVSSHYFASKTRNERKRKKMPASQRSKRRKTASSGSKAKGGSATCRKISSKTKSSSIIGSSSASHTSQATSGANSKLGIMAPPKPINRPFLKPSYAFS
# Tb PGK inh – T. brucei PGK inhibition | P07378 | Potency, µM (doses to about 57.5 µM), inactives show top-dose activity change, negative = inhibition, most hits filed as inhibitors | PGK/GAPDH coupled, Kinase-Glo luminescence, 60 min | 380,000 compounds, 0.043% hits; further: potency means the concentration at half of the fitted maximal effect; on the % scale 0 is the no-effect control and ±100 the full control effect; nearly all actives have a fitted effect of over 60% in size
#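 Luminescent ATP detection (Kinase-Glo Plus) follows a 60-minute room-temperature incubation, with wells lacking PGK as controls. Buffer: 100 mM TEA (pH 7.6), 5 mM MgCl2, 0.01% Tween-20. Coupling enzyme GAPDH (100 nM final) supplies unstable 1,3-BPG in-well.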
# POLI inh – blocks human DNA polymerase iota activity | Q9UNA4 | Pol iota fluorescent replication assay, 10 min | Potency, µM (series often up to 115 µM), for inactives: at the highest dose activity, negative = inhibition, most hits filed as inhibitors | 390,000 compounds, 1% hits; further: potency means the concentration at half of the fitted maximal effect
#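 Fluorescent replication assay read twice, at 0 min and 10 min after adding 50 nM (final) substrate. Enzyme (10 nM) and compounds were first incubated 15 min at room temperature; enzyme-free buffer wells were negative controls.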
# * = called active by the depositor; i = inactive; u = inconclusive; x = not tested or not shown; [ ] = remark or other dose. Unless noted, the call rests on the fitted dose curve; in most records, active means well fitted curve in the direction sought with a large enough effect; inconclusive means small, poorly fitted or top-dose-only effect, or another doubt; inactive means no such curve, though single readings can be large; an effect the other way counts as inactive or inconclusive. This is a subset; rates above refer to the full screens.
No.	SMILES	RXFP1 antag	Pol eta inh	Pol beta inh	APE1 inh	Apoferritin bind	POLK inh	BLM helicase inh	Tb PGK inh	POLI inh
1	C=CCn1c(COc2cccc3cccnc23)nnc1SCC(=O)O	-8.3	-7.9%	0.2%	3.0%	-4.4%	1.6%	1.2%	3.3%	13.7%
2	Cc1cc(C)nc(Nc2nc3ccccc3[nH]2)n1	-3.4	9.1%	-0.4%	8.3%	36.3%[activator]	-10.9%	-8.1%	-6.3%	6.5%
3	CN(C)C(CNS(=O)(=O)c1ccc2ccccc2c1)c1ccccc1 (stereo not given)	-5.2	-15.4%	28.9%	26.5%	-10.9%	2.2%	-2.4%	-5.4%	1.1%
4	O=C(Nc1ccc(Cl)cc1)c1cccc(NC2=NC3CS(=O)(=O)CC3S2)c1 (stereo not given)	8.6	-5.1%	1.7%	21.3%	-16.1%	-8.1%	1.6%	-0.4%	u
5	Cc1c(NC(=O)C(C)OC(=O)CCOc2ccccc2)c(=O)n(-c2ccccc2)n1C (stereo not given)	-5.2	-9.8%	x	8.7%	x	-2.0%	x	-13.3%	30.2%[activator]
6	CCOC(=O)c1ccc(NS(=O)(=O)c2cc(-c3nnnn3C(C)C)ccc2OC)cc1	-2.7	-16.0%	9.9%	1.5%	-12.2%	0.3%	-1.2%	-3.6%	-10.8%
7	COc1ccc(NC(=O)Cn2c(=O)n(Cc3ccco3)c(=O)c3sc4ccccc4c32)c(OC)c1	x	-6.2%	29.0%	x	-11.8%	0.8%	-4.8%	-2.8%	22.5%
8	O=C(Nc1nc(N2C(=O)c3ccccc3C2=O)n(-c2ccccc2)n1)c1ccccc1	-2.5	-13.4%	4.5%	10.8%	-5.3%	-6.3%	-15.7%	-7.1%	19.3%
9	CS/C(=C\[N+](=O)[O-])Nc1ccc(C)cc1	-26.3	1.1%	-1.6%	-8.9%	-13.4%	-10.0%	5.5%	1.9%	47.6%[activator]
10	CC1(C)Cc2c(c(N3CCOCC3)nc3sc4c(N5CCOCC5)nnnc4c23)CS1	x	x	-7.3%	-1.2%	1.1%	x	-0.6%	x	x
11	S=c1[nH]nc2sc3ccccc3n12	x	-16.7%	x	x	x	-16.7%	x	-3.0%	31.8%[activator]
12	OCC[C@@H]1C[C@H](O)[C@@H](O)[C@@]2(Cc3ccccc3CO2)O1	x	-5.9%	33.7%	-8.5%	-7.7%	-1.1%	1.0%	-6.7%	-25.0%
13	CCOC(=O)c1ccc(NC(=O)CCn2c(=O)c3cccn3c3ccccc32)cc1	-12.6	-12.2%	-0.3%	x	3.7%	-2.7%	-1.6%	i	19.0%
14	CCOc1ccc(-c2nnn(CC(=O)N3CCN(c4ccc(OC)cc4)CC3)n2)cc1OCC	-4.9	8.8%	0.7%	-3.9%	-9.3%	2.7%	0.0%	x	8.2%
15	CCC(=O)N1C(C(=O)NCc2ccc(OC)cc2)CSC1c1ccc(OC)cc1 (stereo not given)	x	-8.0%	-6.8%	-10.5%	-16.3%	-7.2%	-0.4%	4.2%	-5.0%
16	O=C(CCc1nnc(-c2ccc(-c3ccccc3)cc2)o1)N1CCCCC1	-27.7	-18.5%	-8.2%	11.1%	-16.8%	-5.5%	-4.2%	8.9%	18.3%
17	COc1ccccc1Nc1nc(NCCO)c2ccccc2n1	x	x	-0.1%	11.9%	-9.8%	x	2.9%	x	x
18	O=[N+]([O-])c1ccccc1S(=O)(=O)Nc1ccc(-c2ccc3nncn3n2)cc1	-7.0	u	x	25.8%	x	-1.9%	x	-6.0%	u
19	CN(C)CCNC(=O)c1cc2cc(Br)ccc2oc1=O	-7.7	4.5%	15.1%	-4.1%	-13.5%	-12.1%	-0.8%	-9.9%	5.8%
20	COc1ccc(Cc2nnc(NC(=O)c3ccc(OC)cc3OC)s2)cc1	0.3	-5.0%	-4.4%	-11.0%	-14.3%	14.1%	-1.0%	-6.8%	u
21	CCCn1c(=O)c2ccccc2n2c(SCCOc3ccccc3F)nnc12	-0.4	-11.4%	-24.0%	-1.4%	-7.3%	-22.8%	-1.2%	-13.1%	30.2%[activator]
22	CC(C)c1cccc(C(C)C)c1NC(=O)COC(=O)C1=COCCO1	-7.3	5.6%	12.5%	-5.2%	-1.5%	-14.7%	2.2%	-1.1%	11.6%
23	COc1ccc(NC(=O)CCCOc2ccc(Cl)c(C)c2)cc1S(=O)(=O)N1CCOCC1	-2.2	-21.7%	x	4.4%	x	-7.3%	x	i	-28.8%
24	O=C(CN1C(=O)NC2(CCCC2)C1=O)NNC(=O)c1ccc(Cl)cc1	-5.9	-2.0%	x	22.2%	x	-12.6%	x	-5.7%	2.2%
25	COc1ccccc1CN(C)C(=O)CNC(=O)c1cccc(Cl)c1	3.2	-0.9%	-29.2%	30.6%	-6.4%	-8.2%	-4.2%	-9.0%	26.3%
26	Cc1cc2ccccn2c1C(=O)Nc1ccc(Cl)cc1	-11.5	-8.6%	0.4%	0.4%	-18.7%	5.4%	-4.6%	i	9.6%
27	Cc1ccc(S(=O)(=O)NCCN2CCOCC2)cc1	-8.8	-6.0%	8.0%	-6.2%	-2.1%	-8.4%	0.3%	2.2%	-19.0%
28	O=C(c1cc2ccccc2c(=O)o1)N1CCc2ccccc2C1	x	0.5%	9.0%	0.1%	-19.3%	-3.2%	-5.1%	-9.9%	81.7%[activator]
29	COCCCNC(=O)c1ccc2c3c(onc13)-c1ccccc1C2=O	-27.6	44.7µM*	5.7%	u	-14.6%	-12.6%	-6.5%	-14.5%	u
30	CCCN1C(=O)c2[nH]nc(-c3ccccc3O)c2C1c1cccc(OCc2ccccc2)c1 (stereo not given)	u	-21.5%	0.7%	x	-15.8%	5.7%	-13.6%	-7.3%	-28.1%

# Values in list order from the list.
# RXFP1 antag, nos. 20 to 23, in order: 0.3, -0.4, -7.3, -2.2
# POLK inh, nos. 20 to 23, in order: 14.1%, -22.8%, -14.7%, -7.3%

# Quoted at random: three records from the list, in no set order.
No.	SMILES	RXFP1 antag	Pol eta inh	Pol beta inh	APE1 inh	Apoferritin bind	POLK inh	BLM helicase inh	Tb PGK inh	POLI inh
8	O=C(Nc1nc(N2C(=O)c3ccccc3C2=O)n(-c2ccccc2)n1)c1ccccc1	-2.5	-13.4%	4.5%	10.8%	-5.3%	-6.3%	-15.7%	-7.1%	19.3%
1	C=CCn1c(COc2cccc3cccnc23)nnc1SCC(=O)O	-8.3	-7.9%	0.2%	3.0%	-4.4%	1.6%	1.2%	3.3%	13.7%
9	CS/C(=C\[N+](=O)[O-])Nc1ccc(C)cc1	-26.3	1.1%	-1.6%	-8.9%	-13.4%	-10.0%	5.5%	1.9%	47.6%[activator]

# (list continues)
No.	SMILES	RXFP1 antag	Pol eta inh	Pol beta inh	APE1 inh	Apoferritin bind	POLK inh	BLM helicase inh	Tb PGK inh	POLI inh
31	Cc1ccc(C(=O)O/N=C(\N)c2ccccc2)c(Cl)c1	-10.5	-20.9%	-10.7%	-3.1%	-12.4%	2.2%	-4.0%	u	119.0%[activator]
32	O=C(NNC(=O)c1cccs1)c1ccc(Cl)nc1	11.7	-3.1%	x	9.1%	x	-1.5%	x	4.0%	34.3%[activator]
33	CCN(CC)C(=O)Cn1cc(S(=O)(=O)CC(=O)NCCc2ccccc2)c2ccccc21	-4.9	-22.5%	34.4%	-7.0%	-7.5%	-1.8%	-6.5%	-1.3%	22.3%
34	CCOc1ccccc1/C=N/NC(=O)c1cccc(S(=O)(=O)N(CC)CC)c1	-8.1	-5.6%	-24.1%	-3.2%	-15.9%	0.3%	-5.5%	13.0%	30.8%[activator]
35	CN(C)/C=N/C(=S)Nc1ccc(Br)cc1F	-0.2	-3.2%	4.3%	-1.6%	u	-8.1%	-3.4%	-6.0%	10.8%
36	O=C(NCC1CCCO1)c1ccc2c(c1)C(=O)N(c1cccc([N+](=O)[O-])c1)C2=O (stereo not given)	5.6	4.9%	30.4%	5.0%	-5.3%	-14.7%	-1.5%	5.6%	2.3%
37	CCOc1ccccc1NC(=O)C1CCN(S(=O)(=O)c2ccc(OC)c(OC)c2)CC1	-22.7	-9.7%	-1.0%	-3.3%	-11.8%	0.3%	-4.1%	-4.7%	-0.1%
38	Cc1cc(C(=O)COc2ccccc2C#N)c(C)n1C1CC1	-1.5	-18.3%	x	-5.1%	x	-7.9%	x	-8.7%	6.5%
39	CC(=O)Nc1ccc(S(=O)(=O)N(C)c2ccc(OCC(=O)NCCc3ccccc3F)cc2)cc1	7.4	0.2%	x	x	x	-5.7%	x	-2.6%	-2.6%
40	COc1cc(/C=N/N=C(/C(=O)c2ccccc2)c2ccccc2)cc(OC)c1O	x	-26.1%	3.6%	-2.6%	-21.8%	-12.5%	-10.5%	-5.2%	4.2%
41	COc1cc(CC(=O)OCC(=O)Nc2cc([N+](=O)[O-])ccc2F)cc(OC)c1OC	6.4	-6.3%	55.1%	0.0%	1.3%	-10.9%	5.3%	x	u
42	Cc1ccc2c(C)c(C(=O)N3CCCCC3CO)oc2c1C (stereo not given)	-22.6	-4.5%	22.6%	28.0%	-10.7%	4.0%	0.2%	-1.9%	9.6%
43	CC(C)C(=O)NNS(=O)(=O)c1ccccc1[N+](=O)[O-]	6.4	-9.5%	2.3%	-0.8%	-13.4%	-10.7%	2.5%	-4.2%	9.4%
44	Cn1ccnc1SCC(=O)NC1CCCC1	5.5	-17.6%	-4.0%	11.0%[12.4 µM]	8.0%	2.4%	-1.4%	-16.7%	-0.9%
45	Cc1ccc(SCCC(=O)OC(C)C(=O)Nc2ccccc2)cc1 (stereo not given)	-0.6	-8.2%	x	18.1%	x	-10.6%	x	-6.0%	-9.9%
46	O=C(O)c1ccc2c(c1)C(=O)N(c1ccc(Cl)cn1)C2=O	x	-20.4%	-3.8%	-1.1%	0.9%	-26.1%	2.4%	-11.1%	u
47	O=C(NCc1cccnc1)c1nc(-c2ccccc2)n(-c2ccccc2)n1	-12.1	-11.3%	1.0%	54.5%[activator]	-4.8%	-8.8%	-8.1%	i	u
48	COc1cc(C)nc(Oc2ccc(/C=N/O)cc2)n1	-6.6	-9.6%	27.0%	8.7%	-8.0%	-8.9%	-4.8%	5.6%	5.0%
